# Bioassay records (PubChem BioAssay)
# PTHR1 agonist: qHTS for PTHR1 Agonists: Primary Screen; Parathyroid hormone/parathyroid hormone-related peptide receptor (Homo sapiens), Q03431; HEK293 GP2 PTHR1 cells, GloSensor cAMP luminescence, 1 h; Potency, µM (titrated, usually from 115 µM), inactives show at the top dose activation, most hits filed as activators; actives 0.075% (n = 410,000); further: potency means the concentration at half of the fitted maximal effect; nearly all actives have a fitted effect of over 55% in size; some results filed as inactive show a strong effect at the top dose; inactives centre near -15; many of its hits are not listed in these tables
# Target sequence (Q03431 whole entry, looked up): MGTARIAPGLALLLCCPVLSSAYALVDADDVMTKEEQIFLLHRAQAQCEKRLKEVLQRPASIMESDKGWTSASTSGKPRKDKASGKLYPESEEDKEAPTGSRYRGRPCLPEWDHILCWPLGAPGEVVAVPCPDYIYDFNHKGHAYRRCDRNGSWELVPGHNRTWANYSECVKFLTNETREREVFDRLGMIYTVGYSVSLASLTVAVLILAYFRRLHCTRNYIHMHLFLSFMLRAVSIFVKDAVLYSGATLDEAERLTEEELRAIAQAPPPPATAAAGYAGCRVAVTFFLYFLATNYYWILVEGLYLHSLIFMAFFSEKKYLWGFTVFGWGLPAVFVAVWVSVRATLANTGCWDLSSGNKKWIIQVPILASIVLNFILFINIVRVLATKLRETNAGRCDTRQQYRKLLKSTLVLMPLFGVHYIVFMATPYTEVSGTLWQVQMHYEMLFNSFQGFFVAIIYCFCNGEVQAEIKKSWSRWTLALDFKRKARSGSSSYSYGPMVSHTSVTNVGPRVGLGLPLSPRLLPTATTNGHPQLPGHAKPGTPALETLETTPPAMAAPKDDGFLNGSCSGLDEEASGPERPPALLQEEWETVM
#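 HEK-293-derived GP2 cells expressing PTHR1 and a GloSensor cAMP reporter, 3,000/well, plated overnight, given luciferin plus IBMX (each 0.5 mM as added) for 1 h at 37 °C, then compound for 1 h at 37 °C. Luminescence was read after 15 min at room temperature.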
# GLP1R inv ag: qHTS of GLP-1 Receptor Inverse Agonists (Inhibition Mode); Potency, µM (titrated, usually from 38.3 µM), without a hit: at the highest dose activity change, negative = inhibition, hits mostly inhibitors; HEK293 GLP-1R CRE-luciferase, luminescence, 24 h; GLP-1R form is constitutively active; actives 1.6% (n = 410,000); further: potency means the concentration at half of the fitted maximal effect; on the % scale 0 is the no-effect control and ±100 the full control effect; nearly all actives have a fitted effect of over 55% in size
#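 Inverse agonists were sought by their lowering of basal cAMP reporter luciferase output in HEK293 cells stably carrying constitutively active human GLP-1R, after 24 h compound treatment.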
# DRD3 antagonist: qHTS of D3 Dopamine Receptor Antagonist: qHTS; D(3) dopamine receptor (Homo sapiens), P35462; max response, negative = inhibition, %; AID 652054, 2013; actives 2.5% (n = 360,000); D3R cells, DiscoveRx beta-arrestin luminescence, antagonist mode; hits give low values; in the data active means max response below about -50%; inconclusive means no clear call, values can overlap the other calls; further: on the % scale 0 is the no-effect control and ±100 the full control effect; mostly tested at two doses, the higher about 12 µM
# Target sequence (P35462 whole entry, looked up): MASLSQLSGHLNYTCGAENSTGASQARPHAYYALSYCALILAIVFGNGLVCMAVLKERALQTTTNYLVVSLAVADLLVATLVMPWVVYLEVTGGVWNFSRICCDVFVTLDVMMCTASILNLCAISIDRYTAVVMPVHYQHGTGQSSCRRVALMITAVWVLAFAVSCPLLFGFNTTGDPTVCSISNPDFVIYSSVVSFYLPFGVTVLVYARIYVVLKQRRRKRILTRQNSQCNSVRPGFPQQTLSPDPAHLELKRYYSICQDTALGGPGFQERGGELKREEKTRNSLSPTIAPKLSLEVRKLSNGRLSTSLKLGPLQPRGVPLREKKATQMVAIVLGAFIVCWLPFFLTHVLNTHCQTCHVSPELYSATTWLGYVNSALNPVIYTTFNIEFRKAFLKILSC
#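 Cells expressing the human receptor were seeded at 1500 cells/well, incubated overnight at 37 degrees C in 5% CO2, then exposed to library compounds with dopamine controls for 90 minutes at 37 degrees C before luminescent detection.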
# KB-V1 MDR tox: qHTS assay for MDR1-selective chemotherapeutics: Primary screen using the drug-selected MDR subline cells KB-V1; KB-V1 MDR cells viability, CellTiter-Glo, 72 h; actives 3.4% (n = 400,000); Potency, µM (highest dose often 46.1 µM), inactives show top-dose activity change, negative = cytotoxicity, actives largely listed as cytotoxic; further: potency means the concentration at half of the fitted maximal effect; on the % scale 0 is the no-effect control and ±100 the full control effect; nearly all actives have a fitted effect of over 60% in size
#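 Cytotoxicity via CellTiter-Glo luminescence after 72 h compound exposure at 37 degrees C. Cells: drug-selected KB-V1 line, DMEM phenol-red free plus 10% FBS. Compounds tested at multiple concentrations; normalized data fitted to concentration-effect curves.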
# TDP43 rescue: qHTS of TDP-43 Inhibitors; TDP-43 expressing yeast growth rescue, BacTiter-Glo, 24 h; Potency, µM (titrated, usually from 46.1 µM), without a hit: top-dose growth rescue (activation), usual class: activators; actives 1.8% (n = 410,000); AID 652104, 2013; further: potency means the concentration at half of the fitted maximal effect; % of control where 0% means no effect; nearly all actives have a fitted effect of over 50% in size
#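 In this qHTS, compounds that restore growth of yeast expressing TDP-43 appear as activators. Cells (OD600=0.02, galactose medium, raffinose-pregrown) are incubated with compound 24 hr at 30 deg C and growth is quantified by BacTiter-Glo.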
# GLP-1R agonist: qHTS of GLP-1 Receptor Agonists. HEK293 GLP-1R CRE-luciferase, luminescence, 4-6 h; cells express a hypersensitive GLP-1R form. Potency, µM (highest dose often 45.6 µM), inactives show top-dose activation, most hits filed as activators. actives 0.007% (n = 380,000); further: potency means the concentration at half of the fitted maximal effect; % of control where 0% means no effect
# aSyn yeast inh: qHTS of alpha-syn Inhibitors. Yeast expressing alpha-synuclein, growth rescue, BacTiter-Glo, 24 h. Potency, µM (highest dose often 46.1 µM), for the others: at the highest dose growth rescue (activation), hits mostly activators. actives 0.14% (n = 370,000). AID 652106, 2013; further: potency means the concentration at half of the fitted maximal effect; % of control where 0% means no effect; nearly all actives have a fitted effect of over 65% in size
#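 Readout is rescue of growth in alpha-synuclein-expressing yeast, so inhibitors of toxicity appear as activators. Growth after 24 hr at 30 deg C in galactose medium is quantified by luminescence.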
# HEK293 tox: qHTS of GLP-1 Receptor Inverse Agonists: Cytotox Screen. HEK293 cAMP-luciferase reporter cells, luminescence, 24 h. Potency, µM (doses to about 38.3 µM), without a hit: at the top dose activity change, negative = inhibition, hits mostly inhibitors. actives 0.13% (n = 410,000). AID 624418, 2012;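 further: loss of luciferase light is scored as toxicity; potency means the concentration at half of the fitted maximal effect; on the % scale 0 is the no-effect control and ±100 the full control effect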
#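 1536-well qHTS counterscreen of the MLSMR; 200 cells/uL, 12 h pre-incubation, 23 nL cpd, 24 h at 37 deg C 5% CO2, luciferase detection reagent, 12 min RT, luminescence. Inhibition = undesired.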
# DRD3 agonist: qHTS of D3 Dopamine Receptor Agonist: qHTS; D3R DiscoveRx beta-arrestin cells, luminescence, 90 min; max activation, %; actives 0.58% (n = 410,000); in the data active means max activation above about 30%; further: 0% is about no effect; mostly tested at two doses, the higher about 12 µM
#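 Agonist mode: compounds and dopamine controls were applied to plated cells for 90 min at 37 degrees C after an overnight attachment at 1500 cells/well. Luminescent read-out followed 30 - 60 minutes at room temperature with DiscoveRx detection reagent.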
# An asterisk follows results filed as active; i = inactive; u = inconclusive; x = not tested or not shown; [ ] = dose if it differs, or a comment. Unless noted, the call rests on the fitted dose curve; in most records, active means well fitted curve in the direction sought with a large enough effect; inconclusive means small, poorly fitted or top-dose-only effect, or another doubt; inactive means no such curve, though single readings can be large; an effect the other way counts as inactive or inconclusive. This is a subset (hit frequency here may not be typical).
no.	Molecule	PTHR1 agonist	GLP1R inv ag	DRD3 antagonist	KB-V1 MDR tox	TDP43 rescue	GLP-1R agonist	aSyn yeast inh	HEK293 tox	DRD3 agonist
1	CC(C)C(C(=O)NC1CCCC1)N1CCC(O)(c2ccc(Cl)cc2)CC1 (stereo not drawn)	-15%	-14%	-8	u	4%	x	10%	2%	-12
2	COc1ccc(OCC(=O)NNC(=O)C2CCN(c3ncnc4sc(C)c(C)c34)CC2)cc1	-70%[inhibitor]	u	4	8%	-17%	-5%	1%	-4%	2
3	COc1ccc(/C=C/C(=O)OCC(=O)NCCC2=CCCCC2)cc1S(=O)(=O)N1CCOCC1	-76%[inhibitor]	14%	-6	-16%	-10%	-5%	-1%	-2%	2
4	CC(C)COC(=O)Nc1nnc(SCCOc2ccccc2)s1	i	-30%	-22	-4%	2%	-6%	0%	-14%	5
5	O=C(Cn1cc(SCc2cccc(C(F)(F)F)c2)c2ccccc21)N1CCCCCC1	i	7.9µM*	x	x	4%	x	x	5%	-9
6	COC(=O)c1sc(N)c(C(=O)OC)c1COC(=O)CCNS(=O)(=O)c1ccc(C)cc1	-26%	-17%	-18	-18%	15%	17%	5%	-6%	7
7	COc1ccc(C(=O)NC(=S)N2CCOCC2)cc1Br	0%	16%	5	14%	17%	3%	9%	u	8
8	Cn1c(=O)n(-c2ccc(F)c(Cl)c2)c(=O)c2sc3ccccc3c21	-37%[inhibitor]	16%	x	0%	4%	0%	x	0%	-3
9	CCOC(=O)c1c(C)oc2nc(C)nc(NCc3ccccc3OCC)c12	15%	9%	x	-12%	4%	x	x	2%	3
10	COc1ccc2nc(N(Cc3cccnc3)C(=O)C3CCCCC3)sc2c1	-31%[inhibitor]	u	x	x	6.3µM*	x	x	-3%	1
11	Cc1c(C(=O)O)oc2c1-c1nn(Cc3ccc(Cl)cc3)cc1CC2	-9%	4%	x	x	-32%	x	x	2%	0
12	CN(Cc1ccccc1)C(=O)c1ccc(NC(=O)Cc2ccc(NC(=O)C3CCN(S(=O)(=O)c4cccc([N+](=O)[O-])c4)CC3)cc2)cc1	-58%[inhibitor]	-4%	u	11%	8%	10%	0%	0%	8
13	Cc1ccc(C(=O)Nc2ccc(C(=O)NCC3CCCO3)cc2)cc1 (stereo not drawn)	i	17%	65	-15%	5%	1%	-3%	-9%	-2
14	Cc1ccc(C(=C2C3C=CC2C2C(=O)NC(=O)C32)c2ccc(C)cc2)cc1 (stereo not drawn)	-29%[57.5 µM]	u	-21	15µM*	12%	-20%	13%	-8%	-26
15	CC(C)c1nc(SCC(=O)NC2CCCCC2)c2ccccc2n1	-8%	-11%	10	-7%	-13%	7%	-7%	11%	6
16	CCc1ccccc1NC(=O)CN(C1CCCCC1)S(C)(=O)=O	i	9%	14	-4%	13%	7%	8%	0%	0
17	O=C(c1ccccc1)n1nc(-c2ccco2)nc1NCc1cccs1	-12%	2%	x	14%	14%	x	x	-13%	11
18	CCCCn1c(N)c(N(CC(C)C)C(=O)CC(NC(=O)c2ccccc2)c2ccccc2)c(=O)[nH]c1=O (stereo not drawn)	-21%	-6%	8	4%	11%	3%	4%	-5%	-12
19	CCOc1cc(C(=O)Nc2cc3c(cc2N2CCCC2)n(C)c(=O)n3C)cc(OCC)c1OCC	i	53%[activator]	0	-5%	1%	-2%	-2%	14%	2
20	CCC(C)C1Nc2ccc(C(=O)NCCc3ccc(OC)c(OC)c3)cc2NC1=O (stereo not drawn)	-71%[inhibitor]	-29%	-6	-3%	-11%	3%	-5%	3%	11
21	C[C@H](NC(=O)c1ccco1)C(=O)Nc1ccc2c(c1)OCO2	-4%	11%	9	4%	-7%	22%	-1%	0%	14
22	COc1ccc([C@H]2CC(=O)C[C@@H](CCn3cccn3)O2)cc1	-17%	22%	-25	-9%	0%	1%	0%	3%	7
23	CCOC(=O)C1(Cc2ccccc2)CCN(C2Cc3ccccc3C2)CC1	-9%	u	-3	u	6%[0.397 µM]	6%	-1%	-17%	-23
24	CCOc1ccc(CCNC(=O)C2CCN(c3ncnc4c3nc3n4CCCCC3)CC2)cc1	i	-24%	x	x	7%	x	x	-4%	66*
25	CC(=O)Nc1ccc(C2=NNC(=Nc3cccc(S(=O)(=O)N(C)C)c3)SC2)cc1	i	u	1	u	-8%	-4%	2%	u	-3
26	Cc1ccc(C)c(NC(=O)CN2C(=O)CCc3ccccc32)c1	22%	17%	x	x	u	x	x	2%	3
27	CC(C)CCn1cnc2c(cnn2-c2ccc(Cl)cc2)c1=O	-15%[57.5 µM]	10%	12	u	2%	-3%	2%	15%	3
28	Oc1[nH]c2ccc(Br)cc2c1N=Nc1nn[nH]n1	-4%	14%	-18	9%	2%	-5%	1%	-9%	-17
29	CN(CC(=O)Nc1ccc(Cl)c(C(F)(F)F)c1)C(=O)c1cc(-c2ccncc2)nc2ccccc12	-37%[inhibitor]	u	20	u	24%	1%	-1%	-3%	6
30	O=C(COCc1cc(-c2cccs2)on1)NCc1ccc(Cl)cc1	-25%	-19%	x	-17%	17%	x	x	-5%	-1

# Another view of some results above.
23) CCOC(=O)C1(Cc2ccccc2)CCN(C2Cc3ccccc3C2)CC1
24) CCOc1ccc(CCNC(=O)C2CCN(c3ncnc4c3nc3n4CCCCC3)CC2)cc1
25) CC(=O)Nc1ccc(C2=NNC(=Nc3cccc(S(=O)(=O)N(C)C)c3)SC2)cc1
26) Cc1ccc(C)c(NC(=O)CN2C(=O)CCc3ccccc32)c1
27) CC(C)CCn1cnc2c(cnn2-c2ccc(Cl)cc2)c1=O
28) Oc1[nH]c2ccc(Br)cc2c1N=Nc1nn[nH]n1
29) CN(CC(=O)Nc1ccc(Cl)c(C(F)(F)F)c1)C(=O)c1cc(-c2ccncc2)nc2ccccc12
30) O=C(COCc1cc(-c2cccs2)on1)NCc1ccc(Cl)cc1

assay / entry | 23 | 24 | 25 | 26 | 27 | 28 | 29 | 30
PTHR1 agonist | -9% | i | i | 22% | -15%[57.5 µM] | -4% | -37%[inhibitor] | -25%
GLP1R inv ag | u | -24% | u | 17% | 10% | 14% | u | -19%
DRD3 antagonist | -3 | x | 1 | x | 12 | -18 | 20 | x
KB-V1 MDR tox | u | x | u | x | u | 9% | u | -17%
TDP43 rescue | 6%[0.397 µM] | 7% | -8% | u | 2% | 2% | 24% | 17%
GLP-1R agonist | 6% | x | -4% | x | -3% | -5% | 1% | x
aSyn yeast inh | -1% | x | 2% | x | 2% | 1% | -1% | x
HEK293 tox | -17% | -4% | u | 2% | 15% | -9% | -3% | -5%
DRD3 agonist | -23 | 66* | -3 | 3 | 3 | -17 | 6 | -1

# More results
no.	Molecule	PTHR1 agonist	GLP1R inv ag	DRD3 antagonist	KB-V1 MDR tox	TDP43 rescue	GLP-1R agonist	aSyn yeast inh	HEK293 tox	DRD3 agonist
31	Cc1cccc(C)c1NC(=O)CN(C)C(=O)CCC(=O)c1ccccc1	-18%	-3%	9	2%	8%	2%	2%	-5%	3
32	O=C(Oc1ccc(-c2cnc3ccccc3n2)cc1)c1ccc(Br)o1	-11%[57.5 µM]	2%	-11	u	-9%	-3%	-7%	3%	15
33	COc1ccc(NC(=O)C2CCCN(S(=O)(=O)c3ccc4c(c3)CCCN4C(C)=O)C2)cc1Cl (stereo not drawn)	-35%[inhibitor]	20%	6	-24%	4%	8%	4%	-4%	7
34	O=C1NC2(CCCC2)C(=O)N1CC(=O)N(Cc1ccccc1)c1ccccc1	i	u	-15	-21%	-10%	13%	-4%	1%	9
35	Cc1ccccc1C(=O)N1CCC(C(=O)Nc2ccc(S(=O)(=O)N3CCOCC3)cc2)CC1	-7%	-9%	-15	u	2%	1%	-4%	-10%	-3
36	O=C(c1ccsc1)N1CCN(C(=O)c2cccs2)CC1	i	-8%	-7	-2%	-10%	-3%	-2%	-1%	-11
37	O=C(CN1C(=O)NC2(CCc3ccccc32)C1=O)Nc1cc(C(F)(F)F)ccc1N1CCOCC1 (stereo not drawn)	-12%	u	-18	-1%	1%	-5%	1%	-20%	1
38	COc1cccc(C(=O)Nc2ccc(NC(=O)C3C4C=CC(C4)C3C(=O)O)cc2)c1 (stereo not drawn)	-18%	u	2	x	7%	7%	-6%	4%	-8
39	Nc1ccc2cn[nH]c2c1	i	-19%	20	0%	16%	4%	-2%	-13%	1
40	CCOc1ccccc1NC(=O)Cn1cnc2c(cnn2-c2ccc(C)c(C)c2)c1=O	-21%[57.5 µM]	0%	11	-7%	6%	-11%	6%	1%	2
41	CC(=O)Nc1ccccc1C(=O)N1CCN(Cc2ccccc2)CC1	i	6%	1	4%	-11%	4%	-8%	5%	2
42	CCOc1ccc(S(=O)(=O)N2CCN(c3ccc(Cl)c(Cl)c3)CC2)c2ccccc12	-23%	5%	x	u	1%	-4%	-9%	-10%	-9
43	O=C(COc1ccc2ccccc2c1)NNC(=O)Cc1cccc2ccccc12	i	-9%	-8	24%	5%	-4%	2%	-12%	1
44	Cc1[nH]c2ccc(C(=O)NCc3ccccn3)cc2c1C	-1%	33%[activator]	-12	0%	-3%	11%	1%	-17%	4
